ST2 inh: inhibitors of human ST2 (IL1RL1) binding to IL-33, primary screen, biochemical, AlphaLISA | AID 1259354, 2018 | inhibition, % for hits at 17 µM | 78,000 tested, 2.3% active | AlphaLISA ST2-Fc/biotin-IL-33 interaction, 1 h | Interleukin-1 receptor-like 1 (Homo sapiens), Q01638; in the data active = inhibition above about 30%; inconclusive = mostly about 10% to 28%
Target sequence (Q01638 whole entry, looked up): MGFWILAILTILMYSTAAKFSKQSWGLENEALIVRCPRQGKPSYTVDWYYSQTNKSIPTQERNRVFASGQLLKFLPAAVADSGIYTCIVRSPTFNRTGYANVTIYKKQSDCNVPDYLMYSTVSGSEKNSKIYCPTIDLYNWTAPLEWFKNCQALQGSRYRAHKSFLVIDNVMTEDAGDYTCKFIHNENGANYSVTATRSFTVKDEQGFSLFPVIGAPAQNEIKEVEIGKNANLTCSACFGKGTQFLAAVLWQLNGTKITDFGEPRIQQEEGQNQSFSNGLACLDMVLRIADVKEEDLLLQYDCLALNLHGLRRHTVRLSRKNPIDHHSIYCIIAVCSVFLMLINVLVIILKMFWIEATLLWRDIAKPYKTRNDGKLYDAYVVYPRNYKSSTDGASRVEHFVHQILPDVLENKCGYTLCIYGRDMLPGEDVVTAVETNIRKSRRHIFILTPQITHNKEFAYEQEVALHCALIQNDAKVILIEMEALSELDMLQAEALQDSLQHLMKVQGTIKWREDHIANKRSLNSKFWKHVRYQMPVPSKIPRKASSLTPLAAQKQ
Numbers without * were called inactive; i = inactive; u = inconclusive. Only part of the results is shown, so the mix of outcomes need not match the whole.

entry	compound	ST2 inh
1	CCCOc1ccc(/C=c2\sc3nc(=O)c(-c4ccccc4)nn3c2=O)cc1	i
2	COc1ccc(OC)c(C2CC(=O)N3CN(c4ccccc4F)CSC3=C2C#N)c1 (stereo not given)	u
3	Cc1ccc(N=C2SCC(=O)N2c2ccc(C)cc2)cc1	i
4	COc1ccc2cc3cc(C(=O)NCc4cc(Br)ccc4OC)oc3nc2c1	u
5	Cc1cc(C)c(Cn2cncn2)cc1CN1CCC2(CC1)CNC(=O)C2	i
6	O=C(CCCc1ccccc1)N1CC(c2ccncc2)C1	i
7	O=C(O)C1CC=C(Cl)CC1C(=O)NCC1OCCc2ccccc21 (stereo not given)	i
8	CCN1CCN(C(=O)c2cn(C)c(=O)c3cc(OC)c(OC)cc23)CC1	i
9	Cc1c(CNC(=O)C(=O)c2c(-c3ccccc3)cc3ccccn23)cnn1C	u
10	CC(C)(O)C1OC1C1=CC(=O)C2(C)OC2C1O (stereo not given)	u
11	COCc1nc(CN2CCOC(c3ccc(Cl)cc3)C2)no1 (stereo not given)	u
12	CC(c1nccs1)N(C)C(=O)c1cccc(NCc2cccs2)c1 (stereo not given)	i
13	COc1cc(NC(=O)c2cccc(Br)c2)nc(OC)n1	i
14	Cc1nnc(Sc2ccc(C=O)o2)s1	i
15	Cc1ccc(NC(=O)CNC(=O)C2CCCCC2)cc1	i
16	O=C(CNS(=O)(=O)c1ccc(Br)s1)NC1CCCCC1	i
17	Cc1noc(C)c1C1CCCN1C1CCN(c2ccc3c(c2)OCO3)CC1 (stereo not given)	i
18	COc1ccc(F)c(-c2c[nH]c(=O)[nH]c2=O)c1	i
19	COCCCNC(=O)COc1ccc2c(c1)C(=O)CC(C)(C)O2	i
20	CCN(CC)C(=O)c1cn(CC(C)C)c(=O)c2c1c1ccccc1n2C	i
21	O=C(O)C1CC(=O)N(c2ccc(Cl)cc2)C1 (stereo not given)	i
22	Cc1ccc(N2C(=O)CC(NCCc3ccccn3)C2=O)cc1 (stereo not given)	i
23	N=c1n(CCN2CCCCC2)c2ccccc2n1CC(O)c1ccc2c(c1)OCO2 (stereo not given)	i
24	CC(=O)NS(=O)(=O)c1ccc(NC(=O)Nc2ccccc2)cc1	i
25	CCN(CC)c1ccc(C2C(C#N)=C(N)Oc3n[nH]c(-c4ccccc4)c32)cc1 (stereo not given)	i
26	CCc1c(C(=O)N2CCC3(CC2)CNC(=O)C3)[nH]c2ccccc12	u
27	N#CCC(N)=Nc1sc2c(c1C#N)CCCC2	i
28	CCCCSc1nc2c(c(=O)n1-c1ccc(F)cc1)SCC2	u
29	Cc1nn(C)c(C)c1CCC(=O)N(C)Cc1cc(C(C)(C)C)n[nH]1	i
30	CN(C)c1ccc(C2C(C#N)=C(N)N(c3ccc(Cl)cc3)C3=C2C(=O)CCC3)cc1 (stereo not given)	u

5 compounds already listed, arranged by number of heavy atoms, smallest number first:
entry	compound	ST2 inh
21	O=C(O)C1CC(=O)N(c2ccc(Cl)cc2)C1 (stereo not given)	i
24	CC(=O)NS(=O)(=O)c1ccc(NC(=O)Nc2ccccc2)cc1	i
26	CCc1c(C(=O)N2CCC3(CC2)CNC(=O)C3)[nH]c2ccccc12	u
25	CCN(CC)c1ccc(C2C(C#N)=C(N)Oc3n[nH]c(-c4ccccc4)c32)cc1 (stereo not given)	i
30	CN(C)c1ccc(C2C(C#N)=C(N)N(c3ccc(Cl)cc3)C3=C2C(=O)CCC3)cc1 (stereo not given)	u

(cont.)
entry	compound	ST2 inh
31	COc1ccc(C)cc1N(C)S(=O)(=O)c1cccc2nsnc12	i
32	OCc1ccnc(-c2cccc(C(F)(F)F)c2)c1	i
33	CCCN(Cc1ccncc1)C(=O)c1c[nH]c(=O)cn1	i
34	CC(C)CC(=O)Nc1ccc(NC(=O)c2cccs2)cc1	i
35	O=C(O)C1Cc2c([nH]c3ccccc23)C(c2cc(Br)ccc2O)N1 (stereo not given)	i
36	Cc1ccc(C2CC(C(F)(F)F)n3nc(C(=O)Nc4ccc5c(c4)OCO5)cc3N2)cc1 (stereo not given)	i
37	CC1(O)CCCC2(C)C1CCC13CC(CO)C(CCC12)C3 (stereo not given)	i
38	COc1ccc2nc3oc(C(=O)Nc4ccccc4OC)cc3cc2c1	i
39	O=c1ccc(-c2ccc(OC(F)(F)F)cc2)c2n1C[C@H]1C[C@@H]2CN(S(=O)(=O)c2cccs2)C1	i
40	Cc1nn(CCNC(=O)C[C@@H]2C[C@@H]3C=C[C@H]2C3)c(C)c1Cl	i
41	CCOC(=O)CN1C(=O)CSc2ccc(S(=O)(=O)N3CCCCCC3)cc21	i
42	COc1cccc(C2CC(c3ccccc3OC)n3nc(N)nc3N2)c1 (stereo not given)	i
43	O=C(NCC1(c2ccccc2)CCOCC1)c1ccc(Cl)cc1Cl	i
44	COc1ccccc1-c1cc(C(F)(F)F)nc(NCc2ccco2)n1	i
45	O=[N+]([O-])c1cc(-n2ncnc2-c2ccc(Br)cc2)ccc1F	i
46	CC(=O)c1cc(CC(=O)NC2CCCN(CCc3ccccc3)C2)cs1 (stereo not given)	i
47	CC(=O)Nc1ccc(NC(=O)c2ccccc2Br)cc1	u
48	O=C(NCc1ccccc1Cl)C1CCN(Cc2c(F)cccc2Cl)CC1	i
49	O=[N+]([O-])c1cc(Br)c2nsnc2c1N1CCCCC1	u
50	CCOc1ccccc1NC(=O)CC(=O)N(C)C1CCN(C)C1 (stereo not given)	i
51	NCC(=O)Nc1ccc(-c2cccc3ccsc23)cc1F	u
52	CCOCCCNC(=O)C1c2c(n(C)c3ccccc23)SCC(=O)N1c1cccc(Cl)c1C (stereo not given)	i
53	COc1ccc(CCN2C(=O)CC(Cc3ccc(Br)cc3)C2=O)cc1OC (stereo not given)	i
54	O=C(Nc1nonc1-c1nc2ccccc2[nH]1)c1ccccc1Cl	32.0%*
55	NC1=NC(=O)/C(=C\c2ccc(-c3ccccc3[N+](=O)[O-])o2)S1	u
56	Cn1c(=O)c2c([nH]c(=O)n2Cc2ccc(Cl)cc2Cl)n(C)c1=O	i
57	Cc1ccc(C)c(Cn2cnc3c(cnn3-c3ccccc3)c2=O)c1	i
58	COc1ccc(CN2CC(OCc3ccncc3)CN(C(=O)Cc3cccnc3)CC2=O)cc1 (stereo not given)	i
59	O=c1[nH]nc(SCc2ccc(Cl)cc2)c(=O)[nH]1	i
60	COC(=O)[C@@H]1C[C@@H](N(C)C)CN1S(=O)(=O)c1c(C)ccc2nsnc12	i
61	Cc1ccc(C2(O)CCN(C(=O)c3cc4nc(C)cc(C)n4n3)CC2)nc1	i
62	O=C(O)c1cc(C2=CCCCC2)cc(S(=O)(=O)NCC2CCCO2)c1 (stereo not given)	u
63	CN(Cc1ccccc1)Cc1cn([C@H]2CO[C@H]3[C@@H]2OC[C@@H]3NC(=S)NC2CCCCC2)nn1	i
64	O=C(c1cc(Cn2cnc3ccccc32)[nH]n1)N1CCC1c1ccc(F)cc1 (stereo not given)	i
65	Cc1ccc(C(=O)c2coc3ccc(OCC(=O)O)cc23)cc1	i
66	Cc1cc(Nc2ccccc2)nc(Nc2ccc(NC(=O)c3ccc(Br)o3)cc2)n1	u
67	CCOCCCNC(=O)c1cc(=O)[nH]c2ccc(S(=O)(=O)N3CCCC3)cc12	i
68	COc1ccc(N2CCN(C(=O)CN(c3cccc(Cl)c3C)S(C)(=O)=O)CC2)cc1	i
69	Cc1nnc(N2C(=O)C(O)=C(C(=O)c3ccco3)C2c2ccccc2F)s1 (stereo not given)	i
70	Cc1sc2nc(SCc3ccc([N+](=O)[O-])cc3)[nH]c(=O)c2c1C	u
71	Cc1cc(NC2CC(=O)N(CC(C)(C)C)C2)nc(-c2ccccc2)n1 (stereo not given)	u
72	Cc1ncc2c(c1CNS(=O)(=O)N(C)C)CCN(C(=O)Cc1c(F)ccc(F)c1F)C2	i
73	O=c1[nH]cnc2c1C(c1ccccc1)c1c(nc[nH]c1=O)O2	u
74	CCOC(=O)N1CCC(NCc2n[nH]c3c2CCCCC3)CC1	i
75	COc1ccc(Br)cc1CN(C)CCN(C)C	i
76	Cc1cc(N2CCCC2)nc(N2CCN(S(=O)(=O)c3ccc(Br)cc3)CC2)n1	i
77	CCCn1ccnc1CN1CCC(N2CCCC2=O)CC1	i
78	Cc1cccc(OCc2nc3ccccc3n2C)c1	i
79	Cc1c(C=O)c2ccccc2n1CC(=O)NCc1ccc2c(c1)OCO2	i
80	CN1CCCC2(CC1)CCN(C(=O)CN1CCOC1=O)CC2	i

Other records.
entry	compound	ST2 inh
81	CCc1cccc(NC2c3ccccc3C(=O)N2Cc2ccccc2)c1 (stereo not given)	i
82	CCOc1cc(C(=O)Nc2c3c(nn2C(C)(C)C)CS(=O)C3)cc(OCC)c1OCC (stereo not given)	i
83	O=C(O)CSc1cccc2cccnc12	u
84	CCOc1ccc(Cl)cc1CN(C)Cc1cc2n(n1)CCNC2	i
85	O=C(O)c1cn(-c2ccc(Cl)cc2)c(=O)c2ccccc12	i
86	CCCCNC(=O)n1c(SC)nc2ccccc21	i
87	CC(C)c1cc(C(=O)Nc2ccc(Br)cc2)no1	i
88	CC1CCN(C(=O)CSc2nc3c(c(=O)n2-c2ccc(F)cc2)SCC3)CC1	i
89	CCC1=C(c2ccc(OC)cc2)S(=O)(=O)N(CC(=O)Nc2ccc(Br)c(C)c2)C1=O	i
90	CC(C)c1ccc(C(=O)Nc2ccc(S(N)(=O)=O)cc2)cc1	u
91	O=C1c2ccccc2C(=O)N1c1ncc(Cc2ccc(Br)cc2)s1	u
92	COc1ccc(C(=O)Nc2ccccc2C(N)=O)cc1[N+](=O)[O-]	i
93	Cc1ccc(-c2nc3cc(NC(=O)c4cc([N+](=O)[O-])c(C)c([N+](=O)[O-])c4)ccc3o2)cc1	u
94	CSCCNC(=O)CC1C(=O)NCCN1CC1CCCCC1 (stereo not given)	i
95	O=C(O)c1ccccc1C(=O)N[C@H]1CO[C@H]2[C@@H]1OC[C@@H]2n1nnnc1Oc1cccc(N2CCOCC2)c1	i
96	COc1cccc(-c2cc(C(F)(F)F)nc(N3CCOCC3)n2)c1	i
97	Cn1c([C@H]2CCN(S(=O)(=O)c3cccc4cccnc34)C2)nc2ccccc21	i
98	CCN1CCN(CC2CCCCC2)CC1	i
99	COc1ccc(CNC(=O)C2(S(=O)(=O)c3ccc(C)cc3)CC2)cc1	i
100	CCCCC(=O)Nc1ccc(C(C)C)cc1	i
101	CN1C(=O)C2(CCCN(C(=O)CCc3csc(N)n3)C2)c2ccccc21 (stereo not given)	u
102	CC(=O)c1cc(C(=O)N2CCc3c(cc(-c4cccc5nc(C)ccc45)c(=O)n3CC3CC3)C2)cs1	i
103	O=C(CN(Cc1ccccc1Cl)S(=O)(=O)c1ccc(Cl)cc1)NC1CC1	i
104	CCOCCn1nc(C)cc1C(=O)N1CCCC2(CNC(=O)O2)C1 (stereo not given)	u
105	CC1(C)Cc2cc(CNC(=O)CC3C(=O)NCCN3C3CCCC3)ccc2O1 (stereo not given)	i
106	O=C(CN1CCCN(Cc2ccccc2)S1(=O)=O)N1CCCCCC1	i
107	O=C(CCS(=O)(=O)c1cccs1)NCc1ccc2c(c1)OCO2	i
108	Cc1c(-c2ccccc2)n(C)c2ccccc12	i
109	COc1cc(C2CC(=O)Nc3c2ccc2ccccc32)c(Br)c(OC)c1OC (stereo not given)	u
110	COc1ccc(N2CCCS2(=O)=O)cc1NC(=O)c1ccc(Br)o1	u
111	Cc1cc(C)c(OCC(O)CN2CCOCC2)c(C)c1 (stereo not given)	i
112	CC(Oc1ccccc1)C(=O)Nc1cccc([N+](=O)[O-])c1 (stereo not given)	i
113	Cc1cccc(OCCN2CCCN(C(=O)c3ccco3)CC2)c1C	i
114	CCOC(=O)C1=C(C)OC(N)=C(C#N)C1c1cccc(O)c1 (stereo not given)	u
115	Cc1cccnc1N1CCN(CC2CCOC(C)(C)C2)CC1 (stereo not given)	u
116	NS(=O)(=O)c1ccc(NC(=O)c2ccccc2Br)cc1	u
117	O=C(Nc1ncnc2sc3c(c12)CCCC3)c1ccccc1	i
118	Cc1c(-c2ccccc2)nc2ccccc2c1C(=O)Nc1ccncc1	i
119	CCCS(=O)(=O)N1CCCC(C(=O)N2CCN(c3ccccn3)CC2)C1 (stereo not given)	i
120	Cc1cc2c(N)cccc2nn1	u

Brought forward from above: 6 entries, then new ones.
entry	compound	ST2 inh
115	Cc1cccnc1N1CCN(CC2CCOC(C)(C)C2)CC1 (stereo not given)	u
116	NS(=O)(=O)c1ccc(NC(=O)c2ccccc2Br)cc1	u
117	O=C(Nc1ncnc2sc3c(c12)CCCC3)c1ccccc1	i
118	Cc1c(-c2ccccc2)nc2ccccc2c1C(=O)Nc1ccncc1	i
119	CCCS(=O)(=O)N1CCCC(C(=O)N2CCN(c3ccccn3)CC2)C1 (stereo not given)	i
120	Cc1cc2c(N)cccc2nn1	u
121	CCOc1cc(C2NC(=O)CCC2[N+](=O)[O-])cc(Br)c1OC (stereo not given)	i
122	O=C(NCCc1cnccn1)C1(N2CCCCC2)Cc2ccccc2C1	i
123	CCCN(CCC)C1Sc2ccc(C(=O)OC)cc2NC1=O (stereo not given)	i
124	O=C(Cn1cnc2c(cnn2-c2ccc(F)cc2)c1=O)N1CCOCC1	i
125	CCC1=C(c2ccc(OC)cc2)S(=O)(=O)N(CC(=O)NCc2ccc(Cl)cc2)C1=O	u
126	COc1ccc(OCCSc2nc3ccccc3n2CCC(=O)O)cc1	i
127	O=C(c1ccncc1)N1CC[C@H](c2nnc(-c3ccncc3)o2)C1	u
128	O=C(c1ccc(Cl)cc1)N1N=C(C2CCCCC2)CC1(O)C(F)(F)F (stereo not given)	i
129	Cc1cc(Nc2ccccc2Cl)nc(-c2ccccc2O)n1	i
130	C=CCNC(=O)c1cc(-c2ccc3c(c2)OCO3)on1	i
131	CCCN(Cc1cccnc1)Cc1cnc2c(-c3ccccc3)cnn2c1	i
132	CCc1nc(CN2CCC(c3n[nH]c(=O)n3-c3ccccc3)CC2)c(C)[nH]1	i
133	CCCn1cnnc1CN(C)Cc1cc2n(n1)CCNC2	i

Assay outcomes from PubChem.
